# CHOP UPR activ = activators of apoptotic arm of unfolded protein response (CHOP) | CHO-CHOP luciferase reporter, UPR activation, luminescence; percent of tunicamycin response over DMSO baseline | activation, % at 10 µM | 0.34% of 330,000 active;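 active = at 10 µM dose, activation of 40% or more, normalized to positive control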;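 note: 100% = tunicamycin at 10 µg/mL and 0% = DMSO alone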
#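 Assay system: CHO-CHOP cells, stable luciferase reporter of PERK-eIF2a-CHOP signalling / Buffer or medium: F12 plus 10% serum / Compound dosing: one dose, 10 µM in 0.5% DMSO / Times: 6 h compound treatment, 37 °C / Technique: luciferase luminescence / Read-out: % reporter activation, DMSO baseline versus tunicamycin full activation / Benchmarks: tunicamycin and DMSO controls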
# UPR XBP1 act = adaptive UPR (XBP1) activation | CHO-XBP1 luciferase reporter, IRE1-XBP1 UPR activation, luminescence; percent of tunicamycin response, DMSO as zero | activation, % at 20 µM | 0.33% of 330,000 active | AID 463104;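 active = versus positive control, 20 µM dose yields 30% or more activation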;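 note: 100% = tunicamycin at 10 µg/mL and 0% = DMSO only wells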
#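 Assay system: CHO-XBP1 luciferase reporter cells; Schedule: 6 h treatment, 37 °C; Detection: glow luminescence from Steady-Glo reagent; Benchmarks: high control tunicamycin 10 µg/mL final, low control DMSO vehicle only.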
# APJ agonist = agonists of human APJ apelin receptor | AID 2520 | activation, % at 20 µM | 0.11% of 330,000 active | CHO-K1 APJ PathHunter beta-arrestin, luminescence; 0% DMSO wells, 100% apelin | P35414;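 active = activation more than six SD over the plate average, tested at 20 µM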;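 note: 0% = DMSO alone and 100% = apelin-13 at 10 nM; some results filed as inactive read as strong as hits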
#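 Material: CHO-K1 APJ beta-arrestin complementation cell line; Input: cell density 1000 per well; Incubation: compound stimulation 90 min at 25 °C, detection 60 min; Signal: luminescence from split beta-galactosidase complementation, Galacton Star/Emerald II substrate; Controls: DMSO-only wells as negative, 10 nM Apelin-13 as positive control.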
# TIM10 inh = growth inhibitors of TIM10 yeast strain | S. cerevisiae TIM10 strain growth, BacTiter-Glo luminescence, 24 h | inhibition, % at 10 µM | 1.4% of 330,000 active | AID 463195;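 active = inhibition of 40% or more at the single tested concentration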;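 note: wild-type TIM10 isogenic control strain grown at permissive 25 °C; 0% = DMSO yeast wells and 100% = minimal medium wells without yeast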
# CXCR6 block = inhibitors of human CXCR6 receptor; inhibition, % at 20 µM; 0.36% of 360,000 active; O00574; AID 602244; CHO-K1 PathHunter CXCR6 beta-arrestin, luminescence; in the data active = inhibition above about 34%, passing the limit was not always enough;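 note: antagonist mode with CXCL16 agonist at 10 nM final; 0% = 10 nM CXCL16 with DMSO and 100% = unstimulated wells without agonist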
# tim23-1 inh = tim23-1 yeast growth inhibition. S. cerevisiae tim23-1 growth, BacTiter-Glo luminescence, 24 h. inhibition, % at 20 µM. 1.3% of 330,000 active;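 active = growth inhibition of the mutant yeast at or above 50%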;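 note: temperature-sensitive mutant grown at 25 °C; plate controls were DMSO-treated mutant yeast for no effect and medium wells lacking yeast for full effect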
# APJ antagonist = antagonists of human APJ apelin receptor | P35414 | CHO-K1 APJ beta-arrestin complementation, luminescence | inhibition, % at 20 µM | 0.32% of 330,000 active | AID 2521;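 active = inhibition above about 40% at 20 µM, limit read from the data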;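 note: cells challenged with 10 nM apelin-13 agonist together with compound; plate controls were apelin-13 plus DMSO wells for no effect and DMSO wells lacking apelin-13 for full effect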
# tim10-1 inh = tim10-1 yeast growth inhibition; 2.2% of 330,000 active; S. cerevisiae tim10-1 ts strain growth, BacTiter-Glo, 24 h; inhibition, % at 20 µM;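 active = inhibition of at least 40%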;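 note: mutant grown at 25 °C; 0% = DMSO wells with yeast and 100% = wells holding no yeast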
# Mdm2 MdmX PPI = human Mdm2/MdmX binding inhibition | 3% of 330,000 active | SaOS-2 split-luciferase Mdm2/MdmX complementation, luminescence | inhibition, % at 8 µM | AID 485346;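 active = inhibition of at least 50% at 8 µM in the primary screen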
# Target sequence (O15151 whole entry, looked up): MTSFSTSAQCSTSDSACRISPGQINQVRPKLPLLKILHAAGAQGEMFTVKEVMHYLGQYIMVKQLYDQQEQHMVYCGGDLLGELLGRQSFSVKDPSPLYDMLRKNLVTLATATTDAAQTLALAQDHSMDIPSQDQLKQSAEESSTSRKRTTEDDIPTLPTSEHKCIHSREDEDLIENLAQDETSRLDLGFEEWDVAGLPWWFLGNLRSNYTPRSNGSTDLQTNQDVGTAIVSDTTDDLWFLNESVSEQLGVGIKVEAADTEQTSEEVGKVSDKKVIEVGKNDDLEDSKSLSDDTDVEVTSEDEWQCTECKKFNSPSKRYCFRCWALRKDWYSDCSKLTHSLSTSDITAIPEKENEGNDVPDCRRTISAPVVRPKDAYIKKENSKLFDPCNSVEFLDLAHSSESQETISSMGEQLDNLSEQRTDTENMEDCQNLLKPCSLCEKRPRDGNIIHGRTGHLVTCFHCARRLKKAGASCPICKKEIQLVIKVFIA
# Target sequence (Q00987 whole entry, looked up): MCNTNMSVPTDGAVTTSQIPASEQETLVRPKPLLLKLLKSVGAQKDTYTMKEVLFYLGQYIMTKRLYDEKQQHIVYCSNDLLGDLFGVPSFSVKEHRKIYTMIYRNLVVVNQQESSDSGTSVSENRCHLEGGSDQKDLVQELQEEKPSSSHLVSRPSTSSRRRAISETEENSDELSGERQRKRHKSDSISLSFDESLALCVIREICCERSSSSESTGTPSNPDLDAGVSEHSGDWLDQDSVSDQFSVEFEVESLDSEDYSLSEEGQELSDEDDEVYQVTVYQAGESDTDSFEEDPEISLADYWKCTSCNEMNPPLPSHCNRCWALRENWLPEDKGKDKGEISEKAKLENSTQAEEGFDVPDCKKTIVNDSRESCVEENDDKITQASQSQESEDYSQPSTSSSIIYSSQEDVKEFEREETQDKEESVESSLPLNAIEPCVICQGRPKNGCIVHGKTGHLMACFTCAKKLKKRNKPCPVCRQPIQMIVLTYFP
# The depositor's hits bear a star; nt = not tested or not shown. An excerpt; the hit share may differ from the screen's.
No.	SMILES	CHOP UPR activ	UPR XBP1 act	APJ agonist	TIM10 inh	CXCR6 block	tim23-1 inh	APJ antagonist	tim10-1 inh	Mdm2 MdmX PPI
1	COc1ccc(-c2nnc(SCC(=O)Nc3sc4c(c3C#N)CCCC4)n2-c2ccccc2)cc1	-0.6	35*	-3	-24	6	-26	-5	-27	78*
2	CCOC(=O)N1CCN(C(=O)c2ccc3nc4ccc(Cl)cc4c(=O)n3c2)CC1	0.7	-1	-5	11	-5	11	-6	27	21
3	COc1ccc(NC(=O)c2ccc(CNc3c(N4CCCC4)c(=O)c3=O)cc2)cc1Cl	0.0	0	-1	9	-2	0	4	6	23
4	Cc1ccc(Cn2c(SC3CCOC3=O)nc3ccccc3c2=O)cc1 (stereo unspecified)	1.0	0	0	15	-6	25	-11	8	-1
5	Fc1ccccc1COc1ccc(C(=S)N2CCCC2)cc1	4.6	1	-4	3	8	33	12	16	-39
6	O=C(c1ccccc1)N1CCN(C2CCCCCC2)CC1	0.6	-5	-2	5	-5	1	0	-10	20
7	COCCNC(=O)C(C)Oc1ccc(Cl)cc1Cl (stereo unspecified)	0.1	-1	-2	-15	-4	6	-1	28	6
8	O=C(Cn1nnc2c(cnn2-c2ccc(F)cc2)c1=O)c1ccccc1F	-0.7	5	-1	3	-4	11	5	9	5
9	COc1ccc(C(=O)C2CCCN(C(=O)c3cc(C)on3)C2)cc1F (stereo unspecified)	-2.1	-1	-1	0	4	7	13	-10	5
10	COc1ccc(C/C(C)=N/NC(=O)c2cccnc2)cc1	1.9	0	5	3	4	15	-1	-6	6
11	CC1(c2ccc(Cl)cc2)NC(=O)N(CN2CCOCC2)C1=O (stereo unspecified)	-1.2	17	-2	7	-3	6	6	0	10
12	COC(=O)c1ccccc1C(=O)N(Cc1cccnc1)CC1CCCN(C2CCCCC2)C1 (stereo unspecified)	-0.8	-3	0	1	1	-6	17	-8	7
13	O=C(COC(=O)/C=C/c1ccc2c(c1)OCO2)Nc1ccc(S(=O)(=O)N2CCCC2)cc1	-1.6	-2	-1	9	8	4	6	8	13
14	Cc1ccccc1CSc1nc2n(n1)C(c1cccs1)C1=C(CCCC1=O)N2 (stereo unspecified)	-1.3	1	1	2	-4	-6	6	6	36
15	CC(C(=O)NCc1ccccn1)c1ccc([N+](=O)[O-])cc1 (stereo unspecified)	-3.8	2	-3	-13	-1	14	1	7	11
16	COc1ccc(C2=NOC(C(=O)NC(C)C)C2)cc1 (stereo unspecified)	1.8	0	4	-9	-9	18	-2	12	-29
17	C=CCn1c(Cc2cccs2)nnc1SCC(=O)NCc1ccco1	0.8	-1	-1	3	-6	1	11	6	-10
18	CC(=O)c1cnc(-c2ccccn2)s1	0.7	0	-4	-6	-6	7	-11	1	15
19	CC(=O)Nc1ccc(/C=C/c2nc(-c3ccccc3O)n[nH]2)cc1	7.8	5	-3	0	4	10	4	14	-10
20	COc1ccc(C2NC(=S)NC3=C2CCc2ccccc23)cc1OC (stereo unspecified)	1.6	-1	-1	18	0	20	-4	25	-6
21	O=C(Cc1nc2ccccc2[nH]1)c1ccc(Cl)cc1	3.4	-2	-3	19	7	29	17	15	-5
22	OCCN(Cc1ccccc1)Cc1ccccc1Cl	-2.0	-3	-5	6	1	-7	-6	7	13
23	Cc1c(C)n(Cc2ccccc2)c2ncnc(N)c12	0.7	0	-3	-1	-7	-8	9	13	37
24	Clc1ccc(Sc2ccccn2)cc1	-0.2	5	-2	1	0	-8	-23	-4	-3
25	COc1ccc(-c2noc(CN3CCCC(OCc4ccccn4)C3)n2)cc1 (stereo unspecified)	4.0	1	-3	6	-6	17	-2	17	12
26	O=C(CN1C(=O)C(=O)N(C2CCCC2)C1=O)NCCc1ccc(F)cc1	2.1	-2	-3	-6	-3	3	3	3	-1
27	O=C(Nc1ccc2c(c1)OCCO2)C(=S)NCc1ccccc1	2.7	0	-2	1	3	21	13	22	-90
28	O=C(CNCc1ccccc1Cl)NCc1ccco1	-0.1	-2	-2	12	-2	11	5	20	-8
29	COc1cc(OC)cc(C(=O)Nc2nnc(SCC(=O)NCC3CCCO3)s2)c1 (stereo unspecified)	-0.4	-4	9	8	10	6	-5	8	10
30	COc1ccccc1NS(=O)(=O)c1ccc(NC(=O)Cc2cccs2)cc1	0.3	-4	-2	20	-9	17	2	22	-10
31	CCOC(=O)C1=CN(Cc2cccc(F)c2)S(=O)(=O)N(CC)C1CCc1ccccc1 (stereo unspecified)	0.7	0	nt	-12	3	17	nt	9	29
32	CCOc1ccccc1CN1CCC(n2nccc2NC(=O)C2CCCC2)CC1	2.0	-3	-7	3	11	12	9	10	35
33	CCOC(=O)N1CCN(C(=O)COC(=O)c2ccc(Cl)nc2)CC1	-0.5	-2	-1	-11	8	-7	1	-16	18
34	Cc1cc(C)cc(OC(=O)C23CCC(C)(C(=O)O2)C3(C)C)c1 (stereo unspecified)	1.3	1	-4	-13	-2	21	11	13	-24
35	Cc1cccc(Oc2c([N+](=O)[O-])c(=O)n(C)c3ccccc23)c1	3.3	-2	-1	37	13	56*	-33	36	13
36	O=c1c(-c2ccccc2Cl)coc2c(CN3CCCCC3)c(O)ccc12	1.2	1	-1	11	-3	2	-12	13	-11
37	O=C(Nc1ncc(C(F)(F)F)cc1Cl)C1COc2ccccc2O1 (stereo unspecified)	1.9	-2	-2	3	0	21	6	17	-6
38	COc1cccc(CNC(=O)Cc2ccc(S(=O)(=O)N3CCOCC3)s2)c1	0.0	-1	1	2	-6	1	13	3	21
39	CCN(CCn1cccn1)C(=O)CC1C(=O)NCCN1Cc1ccc(F)c(F)c1 (stereo unspecified)	-1.1	-1	-1	9	1	6	-10	4	-19
40	COc1ccc(S(=O)(=O)NCc2cc(-c3ccccc3Cl)no2)cc1	-1.1	-2	-1	18	-10	25	13	30	15
41	CCc1ccc(N2CC(C(=O)N/N=C/c3ccccc3)CC2=O)cc1 (stereo unspecified)	0.9	-2	-3	15	6	18	0	25	17
42	O=C(Cc1ccc(S(=O)(=O)N2CCOCC2)s1)N1CCN(S(=O)(=O)c2cccc(Cl)c2)CC1	0.2	2	0	4	-9	-8	-4	-5	24
43	COc1ccccc1C(=O)NCC(=O)N1CCN(S(=O)(=O)c2ccccc2C(F)(F)F)CC1	0.4	-2	-4	-4	2	4	12	4	18
44	CCOC(=O)C1(Cc2cccc(Cl)c2)CCCN(C(=O)c2cc(CC)on2)C1 (stereo unspecified)	1.7	2	-3	7	6	35	12	12	-20
45	Cc1ccc(NC(=O)COc2ccc(/C=N/NC(=O)CSCc3ccccc3)cc2)cc1	3.9	1	-3	-9	5	-9	10	10	-3
46	Cc1c(C(=O)NC2=NCCS2)oc2ccccc12	-2.1	-2	-3	30	-1	46	8	10	-74
47	O=C(N/N=C/c1cc2cc3c(cc2nc1Cl)OCO3)c1ccncc1	0.9	0	1	-12	1	-20	6	-8	8
48	OCC[C@H]1C[C@@H](O)[C@H](O)[C@@]2(CCCO2)O1	2.0	0	3	-1	3	10	-62	-2	-28
49	O=C(CCN1CCc2ccccc2C1)c1ccc2c(c1)OCCO2	1.9	-2	-1	18	6	6	1	27	5
50	Cc1c(C(=O)N2CCCC2)nnn1-c1nonc1N	-1.5	-1	-2	9	7	11	-4	8	-1
51	COc1ccc(Cl)cc1NC(=O)CN(C)C(=O)c1cc2ccccc2cc1OC	0.3	-4	-1	13	-4	27	2	25	29
52	COc1ccc(OC)c(Nc2ccc(Nc3cc(OC)ccc3OC)nn2)c1	1.2	4	-2	28	-8	31	-4	31	4
53	Cc1cc(-c2nnc(CCC(=O)N(CC3CCC3)CC3CCCO3)o2)no1 (stereo unspecified)	3.9	3	-1	-2	-2	6	16	7	-18
54	COC(=O)C1=C(C(=O)OC)[C@@H]2N(C)c3ccccc3[C@@]23C[C@@H](C(=O)OC)N(C(=O)COCc2ccccc2)C3=N1	2.5	-1	0	24	-10	26	19	27	16
55	COc1ccc(/C(O)=C2/C(=O)C(=O)N(c3ccccn3)C2c2ccc(OC)c(OC)c2)cc1 (stereo unspecified)	1.2	-2	0	-13	2	-23	1	-4	18
56	COC(=O)c1cc(S(=O)(=O)NCc2ccc(S(N)(=O)=O)cc2)oc1C	-0.8	2	-4	-3	-2	-3	0	3	6
57	CCCCOc1cccc(C2C(C(=O)c3ccc(C)o3)=C(O)C(=O)N2Cc2ccco2)c1 (stereo unspecified)	0.7	-2	7	10	16	23	-5	18	-4
58	CCOCCn1c(=NC(=O)/C=C/c2ccccc2Cl)sc2cc(NC(C)=O)ccc21	-0.4	-3	-4	7	3	6	-3	17	16
59	CCc1ccc(-c2nc(CS(=O)CC(=O)NCc3ccco3)c(C)o2)cc1 (stereo unspecified)	-2.8	-5	5	17	-9	17	-1	29	8
60	CN1CCN(S(=O)(=O)c2cccc(C(=O)Nc3cc(C(F)(F)F)ccc3N3CCCC3)c2)CC1	1.0	0	-7	9	6	20	7	18	5

# New compounds follow
No.	SMILES	CHOP UPR activ	UPR XBP1 act	APJ agonist	TIM10 inh	CXCR6 block	tim23-1 inh	APJ antagonist	tim10-1 inh	Mdm2 MdmX PPI
61	O=C(CSc1nnc(NC(=O)c2c(F)cccc2F)s1)NCc1ccco1	-1.5	3	10	6	4	12	24	3	-11
62	O=C(NC(C(=O)N/N=C/c1ccccc1)c1n[nH]c(=O)c2ccccc12)c1ccccc1 (stereo unspecified)	0.4	0	-3	7	-6	8	16	11	3
63	Cc1cc(C)cc(N2C(=O)C3CCCN3C2=S)c1 (stereo unspecified)	-0.6	-3	-2	0	-1	2	0	13	-7
64	COc1ccc(Br)cc1CNC(=O)C1CCN(c2nnc(N3CCCC3=O)s2)CC1	-0.3	-2	-2	10	-10	7	-5	10	24
65	Cc1ccc(OCC(=O)Nc2cccc(S(=O)(=O)N3CCOCC3)c2)c([N+](=O)[O-])n1	0.0	-1	2	8	-5	3	20	-4	1
66	Cc1ccc(C)c(-n2c(N)c(C(N)=O)sc2=S)c1	-0.2	0	-4	1	2	-29	8	0	20
67	COc1ccc(C(=O)O/N=C(\C)c2cnccn2)cc1	-0.3	-3	-3	-3	6	0	0	15	19
68	Cc1cccc(Nc2nc(NCCO)nc(N3CCCC3)n2)c1	0.4	-2	-8	15	-5	17	4	16	-22
69	CC(=O)N(c1ccc2oc(=O)sc2c1)S(=O)(=O)c1ccccc1	-4.2	-2	1	-8	-4	9	-12	18	22

# Three of these compounds, reformatted:
# Results follow in this order: CHOP UPR activ, UPR XBP1 act, APJ agonist, TIM10 inh, CXCR6 block, tim23-1 inh, APJ antagonist, tim10-1 inh, Mdm2 MdmX PPI
64: COc1ccc(Br)cc1CNC(=O)C1CCN(c2nnc(N3CCCC3=O)s2)CC1
→ -0.3, -2, -2, 10, -10, 7, -5, 10, 24
65: Cc1ccc(OCC(=O)Nc2cccc(S(=O)(=O)N3CCOCC3)c2)c([N+](=O)[O-])n1
→ 0.0, -1, 2, 8, -5, 3, 20, -4, 1
66: Cc1ccc(C)c(-n2c(N)c(C(N)=O)sc2=S)c1
→ -0.2, 0, -4, 1, 2, -29, 8, 0, 20
